Screening results as filed in PubChem BioAssay.
A3A deaminase = human APOBEC3A DNA deaminase inhibition; P31941; recombinant A3A, FAM/TAMRA ssDNA deamination fluorescence; inhibition, % at 20 µM; actives 0.41% (n = 330,000); AID 493011;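 active means at least 40% inhibition at 20 µM here, with at most 30% in a related deaminase screen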;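 further: plate controls were A3A with DMSO for no effect and wells lacking A3A enzyme for full effect; some results filed as inactive read as strong as hits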
Target sequence (P31941 whole entry, looked up): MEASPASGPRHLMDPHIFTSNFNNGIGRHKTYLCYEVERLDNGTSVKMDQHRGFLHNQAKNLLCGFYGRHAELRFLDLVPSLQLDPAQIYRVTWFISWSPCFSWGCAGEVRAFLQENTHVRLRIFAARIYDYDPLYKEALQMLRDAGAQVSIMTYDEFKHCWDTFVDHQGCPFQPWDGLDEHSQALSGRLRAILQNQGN
mIAP activ = mouse IAP activation | muIAP, CDP-Star luminescence, 30 min; hits give high values; 1 = vehicle-only enzyme signal, 0 = enzyme-free wells | activation factor at 10 µM | actives 0.24% (n = 330,000);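 active means activation factor of at least 2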; further: the source names both 10 and 20 µM as test concentration; values of inactives mirror those of a sister screen read the other way
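Assay system: mouse IAP enzyme; reagent: chemiluminescent substrate CDP-Star; dosing: test compounds delivered from DMSO solution; schedule: 30 min at room temperature; measured by: luminescence from enzymatic CDP-Star hydrolysis; controls: DMSO-only wells and no-enzyme negative control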
beta cell repl = inducers of beta-cell replication in MIN6 cells; MIN6 cells proliferation, ATPlite luminescence, 48 h; cells starved in 0.2% serum; 100% = growth in 10% serum; actives 0.29% (n = 330,000); proliferation, % at 10 µM;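 active means compounds whose signal lies at least 3.5 SD above the mean of all wells on their plate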;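 further: 0% = DMSO-treated cells in low-serum medium and 100% = 10% serum control; some compounds called inactive have numbers as strong as hits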
mIAP block = blocks mouse intestinal alkaline phosphatase; purified mouse IAP, CDP-Star luminescence, 30 min; inhibition, % at 10 µM; actives 0.2% (n = 330,000); AID 2806;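 active means inhibition of at least 40% at 10 µM in the primary screen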;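 further: plate controls were DMSO with enzyme for no effect and no enzyme wells for full effect; values of inactives mirror those of a sister screen read the other way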
hIAP inh = human IAP inhibition | P09923 | purified IAP, CDP-Star luminescence, 30 min | inhibition, % at 10 µM | actives 0.12% (n = 330,000);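 active means inhibition reaching a set limit with compound at 10 µM in the primary screen, cut at about 35% in these data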;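 further: plate controls were DMSO wells with enzyme for no effect and no-enzyme buffer wells for full effect; values of inactives mirror those of a sister screen read the other way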
A3G deaminase = APOBEC3G (human) deaminase inhibition; Q9HC16; recombinant A3G, ssDNA deamination FAM/TAMRA fluorescence; inhibition, % at 20 µM; actives 0.28% (n = 330,000);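 active means inhibition of at least 40% at 20 µM, with no more than 30% in the related APOBEC3A deaminase screen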;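 further: plate controls were DMSO wells with A3G for no effect and wells lacking A3G enzyme for full effect; some compounds called inactive have numbers as strong as hits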
Target sequence (Q9HC16 whole entry, looked up): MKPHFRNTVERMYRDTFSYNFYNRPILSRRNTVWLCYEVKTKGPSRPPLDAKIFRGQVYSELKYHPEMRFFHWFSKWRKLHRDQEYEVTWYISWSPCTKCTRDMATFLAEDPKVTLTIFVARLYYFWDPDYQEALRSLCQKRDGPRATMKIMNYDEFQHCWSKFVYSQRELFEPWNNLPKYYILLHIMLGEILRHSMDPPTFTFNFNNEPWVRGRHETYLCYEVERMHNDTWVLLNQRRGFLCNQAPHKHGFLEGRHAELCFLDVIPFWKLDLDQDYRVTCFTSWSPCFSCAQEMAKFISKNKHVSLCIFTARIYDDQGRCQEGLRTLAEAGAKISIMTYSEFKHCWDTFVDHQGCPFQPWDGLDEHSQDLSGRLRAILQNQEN
hIAP act = human IAP activation; AID 2524; actives 0.16% (n = 330,000); activation factor at 10 µM; purified human IAP, CDP-Star luminescence, 30 min; hits give high values; 1 = vehicle-only enzyme, 0 = enzyme-free background; P09923;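 active means activation factor of the enzyme at least 2-fold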; further: the source names both 10 and 20 µM as test concentration; values of inactives mirror those of a sister screen read the other way
MPTP block = inhibitors of mitochondrial permeability transition pore; isolated mouse mitochondria, Ca2+ swelling absorbance, 30 min; inhibition, % at 10 µM; actives 1.4% (n = 360,000); AID 602449;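 active means inhibition of 50% or more, scaled per plate between neutral and stimulator controls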;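 further: 0% = DMSO wells given calcium and 100% = 1 mM EGTA wells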
NR3A LBD binder = NR3A (human) ligand-binding domain modulation. NR3A LBD differential scanning fluorimetry, Tm shift; 0% = protein alone, 100% = glycine-bound protein. Tm shift relative to glycine control, % at 25 µM. actives 2.5% (n = 340,000);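 active means melting temperature shift of at least 10% of the positive control shift, at one fixed dose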
* = called active by the depositor.

Start of the listing, in advance (two entries):
SMILES,mIAP block,hIAP act,A3G deaminase,MPTP block,NR3A LBD binder,beta cell repl,hIAP inh,A3A deaminase,mIAP activ
O=C(O)C1CC=CCC1C(=O)N1CCN(c2nc(-c3ccccc3)c3ccccc3n2)CC1 (stereo unspecified),0.7,1.31,-0.1,82.6*,-1.4,-3.7,-31.4,-0.6,0.993
Cc1ccc(OCC(=O)Nc2cc(S(=O)(=O)N3CCOCC3)ccc2N2CCCC2)cc1,-4.9,1.26,-11.0,0.2,-0.3,-0.3,-25.9,-6.9,1.05

Results, from the first entry:
SMILES,mIAP block,hIAP act,A3G deaminase,MPTP block,NR3A LBD binder,beta cell repl,hIAP inh,A3A deaminase,mIAP activ
O=C(O)C1CC=CCC1C(=O)N1CCN(c2nc(-c3ccccc3)c3ccccc3n2)CC1 (stereo unspecified),0.7,1.31,-0.1,82.6*,-1.4,-3.7,-31.4,-0.6,0.993
Cc1ccc(OCC(=O)Nc2cc(S(=O)(=O)N3CCOCC3)ccc2N2CCCC2)cc1,-4.9,1.26,-11.0,0.2,-0.3,-0.3,-25.9,-6.9,1.05
O=C(O)CC(c1ccc(C(F)(F)F)cc1)N1Cc2ccccc2C1=O (stereo unspecified),3.9,1.04,-5.0,-0.7,1.2,-2.2,-4.3,-1.5,0.961
O=C1[C@@H]2CSCN2C(=O)CN1Cc1ccccc1F,3.1,0.91,-5.6,-0.2,0.6,-0.8,9.0,-1.1,0.969
COc1ccc(C)cc1-n1c(N)c(C#N)c(C#N)c1-c1ccc(OC)c(OC)c1OC,1.9,1.13,-3.7,0.4,3.0,2.1,-12.8,-2.5,0.981
O=C(c1cccc(C(F)(F)F)c1)N1CCN(CCc2ccccc2)CC1,-3.4,1.08,-5.3,0.7,0.1,-2.3,-7.6,-6.9,1.03
CN(C)C(CNC(=O)CCc1nc2sc3c(c2c(=O)[nH]1)CCCC3)c1ccccc1 (stereo unspecified),-3.4,0.995,-2.6,0.1,-1.6,-0.1,0.5,1.0,1.03
CCOC(=O)C1C(c2ccccc2)C(C(=O)OCC)S(=O)(=O)C(CCN(CC)CC)S1(=O)=O (stereo unspecified),-6.1,1.12,-4.9,-1.0,0.0,1.9,-12.4,-2.3,1.06
COc1cc(C(=O)N(C)C2CCCCC2)ccc1OC1CCN(C(C)=O)CC1,-3.2,0.899,-5.2,1.7,4.2,2.7,10.1,-4.1,1.03
O=C(Nc1ccc(S(=O)(=O)NC2=NCCCCC2)cc1)c1ccccc1Cl,-8.0,1.14,-2.1,0.2,1.1,-0.2,-13.5,3.8,1.08
O=[N+]([O-])c1ccc(C=Nc2ccc(Cl)cc2Cl)s1,8.4,0.991,-6.4,1.0,-1.2,-5.5,0.9,-1.5,0.916
CCc1c(C)nc2c(-c3ccccc3)c(-c3ccccc3)[nH]n2c1=O,17.1,1.11,-5.3,0.2,-0.3,-4.7,-11.4,4.1,0.829
Cc1ccc(NS(=O)(=O)c2ccc3c(c2)n(C)c(=O)n3C)cc1,3.9,0.917,-3.7,-1.1,-2.7,-3.6,8.3,-2.2,0.961
O=C(CSc1nnnn1C1CC1)N1CCN(c2ccc(O)cc2)CC1,14.3,0.98,8.5,-1.1,-0.3,-4.7,2.0,7.6,0.857
CCc1ccc(NC(=O)Cc2ccc(NC3=NC4CS(=O)(=O)CC4S3)cc2)cc1 (stereo unspecified),0.9,0.921,0.2,-1.1,10.2*,-1.9,7.9,1.5,0.991
C#CCOc1nc(OCC#C)nc(OCC#C)n1,-13.4,1.19,-0.5,0.4,-1.7,0.7,-19.0,-2.0,1.13
Cc1ccc(O)c(NC(=O)c2cc(-c3ccccc3)on2)c1,7.1,0.85,-1.7,-0.3,-3.6,-1.8,15.0,-0.1,0.929
CCOC(=O)c1sc(N(Cc2ccccc2)C(=O)COC(=O)c2ccc(O)cc2)nc1C,-2.7,1.11,-12.0,6.3,29.0*,-5.3,-10.8,-2.1,1.03
COc1ccc(-c2ccc(=O)n(Cc3cccc(Cl)c3)n2)cc1,2.7,1.04,-8.3,-0.1,-0.3,-3.4,-4.2,-0.4,0.973
C/C(Cc1ccccc1)=N\NC(=O)CNC(=O)c1ccc(Cl)cc1,1.6,1.08,-2.1,1.9,-1.5,-1.5,-8.3,-1.6,0.984
CCSc1nn2c(=O)c3ccccc3nc2s1,4.2,0.876,-5.6,0.3,-0.9,-1.6,12.4,-0.3,0.958
Fc1ccc(Nc2nc(Oc3ccccc3F)nc(N3CCCC3)n2)cc1,2.8,0.799,-3.0,0.0,-15.4,-6.2,20.1,2.7,0.972
CCOC(=O)[C@H]1[C@H]2COc3cc(OC)ccc3[C@@H]2N2C(=O)CN(Cc3ccc(C)cc3)C(=O)[C@@]12C,4.1,1.1,-8.7,-2.5,-0.6,-3.3,-10.0,-3.2,0.959
COC(=O)Cn1c(=O)oc2ccc(C)cc21,-0.4,1.02,-5.7,-2.0,-1.7,1.9,-2.0,-1.4,1
CCc1nc2c(sc3nc4c(cc32)COC(C)(C)C4)c(=O)n1Cc1ccccc1,12.7,0.9,-4.1,-1.4,1.0,-2.3,10.0,0.0,0.873
O=S(=O)(c1cc(C(F)(F)F)ccc1Cl)N1CCN(c2ccccn2)CC1,7.8,0.936,-3.2,1.8,2.9,-3.1,6.4,5.6,0.922
CCC(=O)N1CCc2cc(S(=O)(=O)N3CCN(c4ccccc4Cl)CC3)ccc21,10.3,0.932,-4.1,-2.4,-0.5,-1.9,6.8,-3.6,0.897
CCCCC(CC)C(=O)Nc1cc(C(=O)NCCC)ccc1N1CCC2(CC1)CC(c1cccc(Br)c1)=NO2 (stereo unspecified),-17.6,1.02,5.3,0.9,1.6,-6.2,-2.4,1.5,1.18
O=C(COC(=O)/C=C/c1ccccc1)NCCNC(=O)COC(=O)/C=C/c1ccccc1,2.4,1.1,-2.1,-0.1,-0.4,0.1,-10.3,4.1,0.976
O=S1(=O)N=C2CCCCCN2C(c2ccccc2)N1 (stereo unspecified),2.5,0.882,-4.7,0.0,-2.3,0.9,11.8,5.1,0.975
O=C(NC(=S)Nc1ccc(Cl)cn1)C(c1ccccc1)c1ccccc1,8.4,0.899,-1.1,3.7,9.6,-3.5,10.0,0.6,0.916
COc1ccc(OC)c(NC(=O)N2CCCC(C(=O)c3ccccc3OC)C2)c1 (stereo unspecified),-7.5,1.02,-12.9,-2.3,0.1,3.0,-2.1,-1.0,1.07
COC(=O)c1c(NC(=O)CCS(=O)(=O)c2ccccc2)sc2c1CCN(C)C2,10.3,1.35,-8.1,-1.8,3.2,-7.3,-34.7,-2.6,0.897
CC(=O)N1CCN(S(=O)(=O)c2cccc(C(=O)NNC(=O)COc3ccc(Cl)cc3C)c2)CC1,3.7,1.43,-6.4,-2.9,-0.8,-3.8,-43.2,0.2,0.963
O=C(NCc1ccco1)c1cc(-c2ccc3c(c2)OCO3)on1,1.6,0.969,2.7,0.5,0.0,-0.1,3.1,7.5,0.984
CC1Nc2ncnc(N3CCOCC3)c2N(Cc2ccc(Cl)cc2)C1=O (stereo unspecified),8.6,0.844,-10.4,-0.2,-0.2,-6.3,15.6,-3.6,0.914
O=C(C1CCC1)N1CCc2cc(S(=O)(=O)NCC3COc4ccccc4O3)ccc21 (stereo unspecified),-2.9,0.872,1.0,20.3,-6.7,-1.8,12.8,-1.9,1.03
O=C(CCNC(=O)c1ccccc1)Oc1ccc([N+](=O)[O-])cc1,7.1,0.956,-4.5,-0.7,-4.8,5.1,4.4,0.2,0.929
Cc1nc2ccccc2c(=O)n1CCc1ccccc1,1.3,1.02,-4.8,1.2,-2.7,-0.8,-1.8,-0.3,0.987
Cc1ccc(C(=O)CC2(O)C(=O)N(C)c3ccccc32)o1 (stereo unspecified),-2.5,0.999,-9.9,-1.5,-2.6,3.2,0.1,-1.5,1.02
COc1cc([N+](=O)[O-])ccc1-c1ccc(/C=N/NC(N)=O)o1,13.6,0.91,4.4,2.4,2.4,0.5,9.0,8.2,0.863
Clc1ccc(CNC2CCCC2)cc1,12.5,1.01,-3.3,-1.1,0.5,-0.3,-1.2,-1.2,0.875
COc1cccc(-c2cc(C(=O)Nc3ccc(N(C)C(C)=O)cc3)c3cc(Br)ccc3n2)c1,14.6,1.08,-8.8,10.6,0.3,-0.3,-7.6,-4.2,0.854
NS(=O)(=O)c1ccc(NC=C2C(=O)OC3(CCCCC3)OC2=O)cc1,-5.5,1.11,-3.6,-1.2,1.3,-2.2,-10.6,0.3,1.05
COc1ccc(NS(=O)(=O)c2cccc(NC(=O)c3ccc(S(=O)(=O)N4CCCCCC4)cc3)c2)cc1,27.1,0.894,-0.2,84.5*,5.4,0.0,10.6,-0.5,0.729
O=C(NC(=S)NCCSc1ccccc1)c1cccnc1,9.0,0.981,-4.1,-1.9,-2.9,-2.1,1.9,-5.7,0.91
CCOC(=O)C1CCCN(C(=O)c2ccc(Cn3c(=S)[nH]c4cc(C(=O)OC)ccc4c3=O)cc2)C1 (stereo unspecified),3.7,1.14,3.2,-0.9,-0.9,-3.7,-13.5,0.4,0.963
Cc1ccc(S(=O)(=O)Nc2c3ccccc3nc(=O)n2-c2ccccc2)cc1,-0.7,1.12,0.4,1.3,1.5,0.0,-12.3,1.2,1.01
COc1ccc(N2CCN(C(=O)CCCn3c(=O)[nH]c4ccsc4c3=O)CC2)cc1,-10.1,1.08,-4.9,-0.3,1.6,5.2,-8.4,-3.1,1.1
CC(C)(C)NC(=O)c1ccccc1NC(=O)C1CCCO1 (stereo unspecified),6.1,0.795,-5.6,0.5,-0.9,1.3,20.5,-4.8,0.939

The results go on.
SMILES,mIAP block,hIAP act,A3G deaminase,MPTP block,NR3A LBD binder,beta cell repl,hIAP inh,A3A deaminase,mIAP activ
COC(=O)C1=C(C)N(C)C(=O)NC1c1cc2c(cc1Br)OCO2 (stereo unspecified),-8.9,1.02,-5.9,0.4,-0.9,-1.4,-1.9,-5.3,1.09
COc1ccc(C(=O)c2coc3ccc(O)cc23)cc1,2.5,1.14,-10.3,0.5,-2.4,-4.3,-14.4,-4.5,0.975
CCOc1ccc(CCNC(=O)COC(=O)/C=C/c2ccc(OC)c(OC)c2)cc1OCC,6.2,1,-3.5,-0.8,0.8,1.9,0.0,-1.8,0.938
FC(F)(F)c1ccccc1/C=N/n1c(C2CCCCC2)n[nH]c1=S,5.9,1.24,11.8,0.2,-5.3,1.5,-23.9,-1.7,0.941
C=CCNS(=O)(=O)c1ccc(OCC(=O)OC)cc1,2.3,1.1,3.7,-1.6,0.8,-0.6,-10.4,1.8,0.977
CC(=O)N1C(=O)N(C(C)=O)C2C1N(C(C)=O)C(=O)N2C(C)=O (stereo unspecified),10.8,0.945,-11.0,1.2,-1.3,-1.4,5.5,-2.3,0.892
COc1cccc(NC(=S)N(C)C2CCN(C)CC2)c1,4.3,0.928,-8.9,-0.1,0.6,0.6,7.2,-1.3,0.957
COc1ccc(S(=O)(=O)N2Cc3ccccc3CC2C(=O)N2CCOCC2)cc1OC (stereo unspecified),-2.9,0.988,-3.4,0.8,0.5,0.1,1.2,-2.9,1.03
CCOc1cc(/C=N\NC(=O)CN2CCOCC2)ccc1OCc1ccc(F)cc1,6.0,1.01,-5.6,5.8,-4.2,-1.7,-1.0,-1.9,0.94
COc1cccc(-c2c(C(=O)N/N=C/c3cccnc3)nnn2-c2nonc2N)c1,-2.4,1.28,-6.2,-0.5,1.2,-1.6,-27.7,-2.6,1.02
